ARNT-TACC3 inh – disrupts binding between human ARNT and TACC3; 390,000 tested, 0.66% active; AlphaScreen His-ARNT PAS-B/GST-TACC3 binding, luminescence; TACC3 fragment carries E629A point mutation; inhibition, % at 9.99 µM; Q9Y6A5;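 active = mean inhibition of replicates at least 50% and at least half of replicates each reaching 50%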;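 also: 0% = complete ARNT plus TACC3 wells and 100% = ARNT alone without TACC3; many hits fall short of the cut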
CASP6 VEID inh – caspase-6 (human) enzyme inhibition; P55212; purified caspase-6, Z-VEID-R110 cleavage fluorescence; inhibition, % at 12.5 µM; 350,000 tested, 0.53% active; AID 686996;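 active = mean inhibition across replicates at least about 35%, with every replicate also reaching that limit, limit read from the data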;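 also: 0% = median of neutral control wells and 100% = no fluorescence left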
Target sequence (P55212 24-179 limits assumed): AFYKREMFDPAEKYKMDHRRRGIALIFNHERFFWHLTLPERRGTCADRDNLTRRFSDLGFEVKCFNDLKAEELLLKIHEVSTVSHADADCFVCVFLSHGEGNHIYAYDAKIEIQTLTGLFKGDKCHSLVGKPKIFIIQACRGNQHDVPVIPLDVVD
Target sequence (P55212 194-293 limits assumed): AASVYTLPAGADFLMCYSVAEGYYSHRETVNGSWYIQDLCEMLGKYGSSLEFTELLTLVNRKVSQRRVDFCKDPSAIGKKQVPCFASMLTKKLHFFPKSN
PglD inh – inhibitors of Campylobacter jejuni PglD acetyltransferase. purified PglD enzyme, DTNB colorimetric CoA detection. inhibition, % at 12.5 µM. 360,000 tested, 0.098% active; in the data active = inhibition above about 16%, passing the limit was not always enough; also: strong numbers were not always called active
esBAF inh – SWI/SNF esBAF complex inhibition | 350,000 tested, 2% active | mouse ES cells, Bmi1-luciferase knock-in reporter, 24 h; 100% = twice the neutral-well signal | reporter increase, % at 12.5 µM | AID 602393; in the data active = activation above about 40%;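 also: 0% = median of the plate's neutral control wells and 100% = double that signal; a rise in the Bmi1 reporter signal indicates esBAF inhibition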
RAD52 inh – inhibitors of human RAD52 DNA annealing | 360,000 tested, 0.46% active | AID 651710 | recombinant RAD52 DNA annealing, FRET fluorescence | inhibition, % at 18.7 µM | P43351;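 active = every replicate showing at least 50% inhibition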
E-sel inducer – E-selectin induction on HUVECs; P16581; activation, % at 7.58 µM; AID 686992; HUVEC E-selectin immunofluorescence imaging; normalized: neutral wells 0, TNF-alpha wells 100; 260,000 tested, 0.37% active;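 active = mean E-selectin-positive cell signal at least 10% of the positive control, reached in at least 60% of replicates, without over 20% cell loss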;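 also: in these data hits start at about 27%; measured in HUVEC primary endothelial cells; signal is the percent of cells scored E-selectin positive by PE staining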
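Test system: HUVEC | Signal: Immunofluorescence imaging | Read-out: Percent E-selectin-positive cells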
RAD54 inh – blocks human RAD54 Holliday junction branch migration; Q92698; FAM/BHQ fluorescence; inhibition, % at 10.4 µM; 360,000 tested, 0.14% active;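 active = mean normalized replicate activity at least 40 and at least half of replicates scoring 40 or more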;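 also: 0% = median of neutral control wells and 100% = median of positive control wells; inhibitors cause a drop in the FAM fluorescence signal; in these data hits start at about 50%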
Target sequence (Q92698 whole entry, looked up): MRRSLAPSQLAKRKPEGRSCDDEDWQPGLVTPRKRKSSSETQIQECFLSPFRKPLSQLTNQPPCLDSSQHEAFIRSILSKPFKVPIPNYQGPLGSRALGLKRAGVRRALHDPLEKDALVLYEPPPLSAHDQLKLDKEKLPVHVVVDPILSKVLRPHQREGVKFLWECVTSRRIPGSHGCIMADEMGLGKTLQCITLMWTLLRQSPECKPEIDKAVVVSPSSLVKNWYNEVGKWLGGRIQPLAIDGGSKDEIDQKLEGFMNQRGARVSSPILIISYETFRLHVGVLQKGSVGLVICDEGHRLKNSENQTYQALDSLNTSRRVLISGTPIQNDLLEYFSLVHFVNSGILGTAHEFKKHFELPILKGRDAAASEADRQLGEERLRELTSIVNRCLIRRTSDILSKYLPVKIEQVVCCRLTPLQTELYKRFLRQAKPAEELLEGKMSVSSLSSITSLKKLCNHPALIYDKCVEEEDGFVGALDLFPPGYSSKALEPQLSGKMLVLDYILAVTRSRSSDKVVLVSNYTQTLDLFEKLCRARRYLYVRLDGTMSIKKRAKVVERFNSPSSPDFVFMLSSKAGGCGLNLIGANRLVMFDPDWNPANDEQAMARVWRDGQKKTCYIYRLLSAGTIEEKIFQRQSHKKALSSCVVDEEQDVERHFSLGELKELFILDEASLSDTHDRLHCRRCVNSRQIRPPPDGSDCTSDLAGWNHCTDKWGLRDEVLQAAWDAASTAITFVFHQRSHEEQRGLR
ERp5 block – blocks human ERp5 reductase activity on insulin. Q15084. ERp5 insulin aggregation, absorbance 650 nm, 90 min. inhibition, % at 9.99 µM. 350,000 tested, 0.05% active;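 active = mean replicate inhibition above about 25%, with every replicate also reaching it, limit read from the data, passing the limit was not always enough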
* = called active by the depositor; nt = no result given; & = joins results of further samples. Rows are unselected; 3.2% or so of the library scored in one or more.

cpd | smiles | ARNT-TACC3 inh | CASP6 VEID inh | PglD inh | esBAF inh
1 | C[C@@H]1CN([C@H](C)CO)C(=O)c2cc(-c3ccc(F)cc3)cnc2O[C@@H]1CN(C)C(=O)c1ccc(F)cc1 | -5 | 5 | 1 | 3
2 | C/C(=C\C(=O)C(F)(F)F)Nc1ccc(C(F)(F)F)cc1 | -4 | nt | 2 | -12
3 | Cc1ccc2cc(C3C(C#N)=C(N)Oc4c3ccc3cccnc43)c(=O)[nH]c2c1 (centres undefined) | 52* | 20 | -6 | nt
4 | CSCCC(Nc1nc2ccccc2s1)C(=O)O (centres undefined) | -2 | nt | -7 | 1
5 | CC1CCCC(N2CCN(S(=O)(=O)c3ccccc3)CC2)C1 (centres undefined) | 2 | -4 | -3 | -2
6 | COc1ccc(NC(=O)Nc2ccc3c(c2)C(=O)N([C@@H](C)CO)C[C@@H](C)[C@H](CN(C)C(=O)c2ccccc2)OCCCC[C@H](C)O3)cc1 | -1 | 3 | 0 | 2
7 | Cc1ccc(O)c(C(=O)c2cnc3c(c2)CN(CCC(C)C)C(=O)N3)c1 | -1 | nt | -7 | 4
8 | Cc1cc(C)nc(NS(=O)(=O)c2ccc(-n3cccc3)cc2)n1 | -3 | nt | -6 | -2
9 | Cc1ccccc1Nc1c(N)c(=O)oc2ccccc12 | 12 | nt | -3 | -6
10 | Cc1cccc2c1N(CCCOc1ccccc1)C(=O)C2=O | 19 | 8 | -1 | 1
11 | CO[C@H]1CN(C)C(=O)c2cc(NS(=O)(=O)c3cn(C)cn3)ccc2OC[C@@H](C)N(Cc2cccc(F)c2)C[C@@H]1C | 0 | -1 | 0 | 0
12 | Cc1noc(C)c1NC(=O)Nc1ccc2c(c1)C(=O)N([C@H](C)CO)C[C@@H](C)[C@H](CN(C)S(=O)(=O)c1ccc(Cl)cc1)O2 | -6 | -2 | 2 | -4
13 | Cc1ccc(Cl)cc1NS(=O)(=O)c1ccccc1 | -2 | -1 | -5 | 1
14 | COc1cccc2sc(N3CCN(c4nc5ccccc5s4)CC3)nc12 | 3 | nt | -6 | -4
15 | C[C@H]1CCCCO[C@H](CN(C)C(=O)Nc2ccc(F)cc2)[C@@H](C)CN([C@@H](C)CO)C(=O)c2cc(NC(=O)C3CCCCC3)ccc2O1 | -3 | 4 | 2 | -3

cpd | RAD52 inh | E-sel inducer | RAD54 inh | ERp5 block
1 | 8 | -0.2 | 4 | -3
2 | nt | nt | -17 | nt
3 | -35 | nt | 5 | 1
4 | nt | nt | 6 | nt
5 | -16 | 0.0 | 1 | 2
6 | -21 | 0.1 | -11 | 7
7 | nt | nt | 1 | nt
8 | nt | nt | -15 | nt
9 | nt | nt | 2 | nt
10 | -6 | nt | -8 | 5
11 | -8 | 0.1 | -2 | 1
12 | 10 | 0.3 | 20 | -5
13 | -18 | 0.1 | 4 | 0
14 | nt | nt | -2 | nt
15 | 3 | 0.3 | 4 | -2

(cont.)
cpd | smiles | ARNT-TACC3 inh | CASP6 VEID inh | PglD inh | esBAF inh
16 | COc1ccc(C2CC(Cn3cc(C#N)c(=O)n(C)c3=O)ON2C)cc1 (centres undefined) | -3 | -1 | nt | nt
17 | O=C(Nc1nnc(-c2cc(Cl)ccc2Cl)o1)C1=COCCO1 | 16 | -3 | nt | nt
18 | Cc1cccc(NC(=O)CCS(=O)(=O)c2ccccc2)n1 | 3 | 11 | 2 | 16
19 | COc1ccc(CCNC(=O)CSc2nnc(Cn3c(=O)sc4ccccc43)n2C)cc1OC | 9 | -1 | nt | -1
20 | CCCCC(=O)NC(c1cccc([N+](=O)[O-])c1)c1ccc2cccnc2c1O (centres undefined) | 61* | -1 | 0 | -57
21 | Nc1ccn(Cc2cccc(F)c2)n1 | -1 | 0 | -1 | -3
22 | Cc1ccc(S(=O)(=O)N2[C@H](CC(=O)c3ccc(Cl)c(Cl)c3)OC[C@@H]2C(C)C)cc1 | nt | 2 | nt | nt
23 | Cc1cc(Cl)ccc1C1=CC(=O)C[C@H](c2ccc(F)cc2)C1 | 13 | -3 | -5 | -2
24 | Cc1n[nH]c(C)c1S(=O)(=O)N1CCC(C(=O)Nc2cccc(F)c2)CC1 | 14 | -1 | 0 | 2
25 | Cc1ccc(S(=O)(=O)N(C)C[C@H]2Oc3c(NC(=O)Nc4ccccc4)cccc3C(=O)N([C@@H](C)CO)C[C@H]2C)cc1 | nt | 0 | -3 | 3
26 | O=C(Nc1ccc(-c2nc3ccccc3o2)cc1)C1CCCO1 (centres undefined) | 4 | nt | 0 | -49
27 | COc1ccc(S(=O)(=O)Nc2ccc3c(c2)C(=O)N([C@@H](C)CO)C[C@@H](C)[C@H](CN(C)Cc2ccc4c(c2)OCO4)O3)cc1 | -1 | 1 | 6 | 5
28 | CCOC(=O)C1(Cc2cccc(OC)c2)CCCN(C(=O)CSC)C1 (centres undefined) | -3 | -5 | -2 | 59*
29 | c1ccc(-c2csc(Nc3nc(N4CCOCC4)nc(N4CCOCC4)n3)n2)cc1 | 3 | nt | 5 | -6
30 | O=C(NCc1ccc2c(c1)OCO2)C(=O)Nc1ccccc1 | -7 | -3 | nt | nt

cpd | RAD52 inh | E-sel inducer | RAD54 inh | ERp5 block
16 | -8 | nt | nt | -1
17 | 6 | -2.5 | nt | 2
18 | -9 | -0.2 | 0 | 0
19 | 7 | nt | nt | 2
20 | 1 | nt | 9 | -3
21 | -14 | nt | 4 | 2
22 | 3 | -0.1 | nt | -2
23 | -2 | 0.2 | -12 | 5
24 | -7 | nt | 13 | 2
25 | -1 | 0.3 | 5 | 9
26 | nt | nt | -9 | nt
27 | 12 | 0.0 | -1 | 2
28 | 0 | -0.1 | -7 | -1
29 | nt | nt | -5 | nt
30 | -25 | 4.2 | nt | -1

Further entries
cpd | smiles | ARNT-TACC3 inh | CASP6 VEID inh | PglD inh | esBAF inh
31 | C[C@@H]1CN([C@H](C)CO)C(=O)c2cc(-c3cccc(C(=O)N(C)C)c3)cnc2O[C@H]1CN(C)S(=O)(=O)c1ccc(F)cc1 | -1 | 2 | 3 | 2
32 | Nc1ccc(Cl)cc1C(=O)c1ccc[nH]1 | nt | 0 | -1 | -4
33 | CCCN(C)C1CN(Cc2cn(Cc3cc(C)cc(C)c3)nn2)S(=O)(=O)C1 (centres undefined) | nt | -1 | nt | nt
34 | O=C(O)C1C2C=CC(O2)C1C(=O)NCCC1=CCCCC1 (centres undefined) | -1 | nt | -1 | -1
35 | O=C(CCC1CCN(C(=O)c2cccc(Cl)c2F)CC1)Nc1ccccc1 | -3 | -6 | 0 | -2
36 | CSC1=N/C(=C/c2cccnc2)C(=O)N1Cc1ccc(Cl)cc1 | -2 | -2 | -1 | -3
37 | CCSc1nc2ccccc2[nH]1 | -3&2 | nt | -4&1 | 1&2
38 | NS(=O)(=O)c1ccc(NC(=O)COC(=O)C2CC2)cc1 | -3 | -2 | -2 | -4
39 | O=C(N[C@H](C(=O)N1CCC[C@H]1C(=O)NC1CCCC1)c1ccccc1)C1CC1 | nt | -2 | nt | nt
40 | CCCCNC(=O)C(=O)NCCCn1ccnc1 | 2 | -19 | nt | nt
41 | CO[C@@H]1CN(C)C(=O)c2cc(NS(=O)(=O)c3cn(C)cn3)ccc2OC[C@H](C)N(Cc2cccc(F)c2)C[C@H]1C | -5 | -2 | -2 | 1
42 | C=CCn1c(SCC(=O)Nc2ncc(Cc3ccc(Br)cc3)s2)nnc1-c1ccncc1 | -61 | 1 | 3 | 3
43 | O=C(NC(=S)N1CCN(c2ccc(O)cc2)CC1)c1cccs1 | 22 | 0 | 1 | -1
44 | O=C(NCCN1CCOCC1)C(=O)NCC1OCCN1S(=O)(=O)c1ccc(Cl)cc1 (centres undefined) | nt | -9 | -3 | 3
45 | CC(=O)Nc1ccc(NC(=O)C(C)OC(=O)CC23CC4CC(CC(Br)(C4)C2)C3)cc1 (centres undefined) | -3 | 2 | 4 | -6

cpd | RAD52 inh | E-sel inducer | RAD54 inh | ERp5 block
31 | -5 | 0.1 | -12 | 1
32 | -8 | 0.7 | -6 | 0
33 | -7 | -2.5 | nt | 0
34 | nt | nt | -10 | nt
35 | -12 | 0.1 | 5 | 7
36 | -6 | nt | -1 | 0
37 | nt | nt | 2&-2 | nt
38 | -15 | 0.8 | 1 | -3
39 | 1 | -0.2 | nt | 3
40 | 4 | nt | nt | 4
41 | -7 | 0.1 | -6 | 8
42 | -17 | nt | -14 | -5
43 | -1 | 0.0 | -3 | 5
44 | 1 | 0.0 | -6 | 1
45 | -7 | -0.1 | -4 | 1

ARNT-TACC3 inh, entries above that show a hit
| No. | canonical_smiles | ARNT-TACC3 inh | CASP6 VEID inh | PglD inh | esBAF inh | RAD52 inh | ERp5 block |
| --- | --- | --- | --- | --- | --- | --- | --- |
| 3 | Cc1ccc2cc(C3C(C#N)=C(N)Oc4c3ccc3cccnc43)c(=O)[nH]c2c1 (centres undefined) | 52* | 20 | -6 | nt | -35 | 1 |
| 20 | CCCCC(=O)NC(c1cccc([N+](=O)[O-])c1)c1ccc2cccnc2c1O (centres undefined) | 61* | -1 | 0 | -57 | 1 | -3 |

Next results:
cpd | smiles | ARNT-TACC3 inh | CASP6 VEID inh | PglD inh | esBAF inh
46 | COCC(=O)N1C[C@H]2[C@@H](c3ccccc31)[C@H](CO)N2Cc1ccccc1Cl | 1 | 0 | 1 | -1
47 | COc1cc(OC)cc(C(=O)NCC(=O)OCC(=O)Nc2ccc3c(c2)OCO3)c1 | -10 | 1 | nt | nt
48 | C[C@H](CO)N1C[C@H](C)[C@H](CN(C)S(C)(=O)=O)OCCCC[C@H](C)Oc2ccc(NS(=O)(=O)c3ccc(Cl)cc3)cc2C1=O | -2 | 1 | 5 | -5
49 | C[C@H]1CN([C@@H](C)CO)C(=O)Cc2cc(NC(=O)C3CC3)ccc2O[C@H]1CN(C)S(=O)(=O)c1ccccc1 | -5 | -2 | -7 | -2
50 | O=C(CN1CCCCC1)Nc1nnc(-c2ccccc2)s1 | -4 | nt | 2 | 14
51 | O=C(Nc1ccncc1)c1ccc(S(=O)(=O)Nc2ccccc2)cc1 | 0 | nt | nt | 10
52 | CCn1nc(NC(=O)C2CCCO2)c2cc3cc(C)ccc3nc21 (centres undefined) | -20 | 3 | nt | nt
53 | Fc1ccccc1/C=N/n1cc(-c2ccccc2)[nH]c1=S | 21 | -1 | 0 | 54*
54 | CCOC(=O)/C=c1\s/c(=C\c2ccc(C#N)cc2)c(=O)n1CC(=O)Nc1cccc(C)c1C | 4 | nt | 2 | -8

cpd | RAD52 inh | E-sel inducer | RAD54 inh | ERp5 block
46 | -15 | -0.4 | -2 | 5
47 | -11 | 0.5 | nt | 2
48 | -11 | -0.3 | 1 | -1
49 | 7 | nt | 10 | 5
50 | nt | nt | -19 | nt
51 | 0 | 0.0 | nt | 4
52 | -10 | nt | nt | 1
53 | -22 | 4.2 | 1 | -6
54 | nt | nt | 8 | nt

Fetched by structure from above, 4 records:
cpd | smiles | ARNT-TACC3 inh | CASP6 VEID inh | PglD inh | esBAF inh
47 | COc1cc(OC)cc(C(=O)NCC(=O)OCC(=O)Nc2ccc3c(c2)OCO3)c1 | -10 | 1 | nt | nt
50 | O=C(CN1CCCCC1)Nc1nnc(-c2ccccc2)s1 | -4 | nt | 2 | 14
49 | C[C@H]1CN([C@@H](C)CO)C(=O)Cc2cc(NC(=O)C3CC3)ccc2O[C@H]1CN(C)S(=O)(=O)c1ccccc1 | -5 | -2 | -7 | -2
52 | CCn1nc(NC(=O)C2CCCO2)c2cc3cc(C)ccc3nc21 (centres undefined) | -20 | 3 | nt | nt

cpd | RAD52 inh | E-sel inducer | RAD54 inh | ERp5 block
47 | -11 | 0.5 | nt | 2
50 | nt | nt | -19 | nt
49 | 7 | nt | 10 | 5
52 | -10 | nt | nt | 1

High-throughput results as filed in PubChem.
